Screening data: PubChem BioAssay, National Center for Advancing Translational Sciences (NCATS)
RXFP1 antag – antagonists of human relaxin receptor RXFP1; HEK293-RXFP1, relaxin-stimulated cAMP HTRF, 30 min; active compounds read low; 350,000 compounds, 0.59% hits; activity change, negative = inhibition, % at 57.5 µM; AID 1259400;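 active = activity change of -60% or lower, but not beyond a set lower limit; inconclusive = change between -60% and -40%, or beyond the set limit; inactive = change above -40%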; also: % is scaled to controls: 0 for no effect and ±100 for the full control effect
TRHR enhancer – allosteric enhancers of human TRH receptor; P34981; AID 493056; TRHR cells, fluo-8 calcium fluorescence, EC20 TRH enhancement; 360,000 compounds, 0.66% hits; enhancement, % at 2 µM; in the data active = enhancement above about 30%; also: 0% is about no effect
Target sequence (P34981 whole entry, looked up): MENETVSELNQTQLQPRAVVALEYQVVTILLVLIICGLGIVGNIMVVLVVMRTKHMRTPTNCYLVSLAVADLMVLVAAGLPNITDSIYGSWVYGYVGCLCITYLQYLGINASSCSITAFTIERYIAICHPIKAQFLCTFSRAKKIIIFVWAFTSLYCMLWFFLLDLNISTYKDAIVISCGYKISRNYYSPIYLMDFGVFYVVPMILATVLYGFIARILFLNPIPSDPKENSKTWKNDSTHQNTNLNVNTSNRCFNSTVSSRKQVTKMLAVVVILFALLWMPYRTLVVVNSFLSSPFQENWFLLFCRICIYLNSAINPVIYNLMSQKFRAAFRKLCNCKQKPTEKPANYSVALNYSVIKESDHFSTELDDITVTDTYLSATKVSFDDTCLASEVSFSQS
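Enhancer read-out: after compound pinning and an initial kinetic agonist-mode read, an EC20 of TRH (10 nM final) was injected and fluo-8 calcium signal (Ex 480/Em 530) followed at 1 s/cycle for 100 cycles in TRHR-expressing cells.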
TRHR agonist – activates the human TRH receptor | P34981 | TRHR cells, calcium flux fluo-8, FDSS agonist mode | activation, % at 2 µM | 360,000 compounds, 0.18% hits; in the data active = activation above about 30%; also: 0% is about no effect
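In this calcium-flux screen, cells bearing human TRHR are dye-loaded with fluo-8, baselined for 10 cycles, then exposed to library compounds; positive kinetic calcium responses during the agonist phase mark hits, with TRH as control.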
D2 potentiator – positively modulates the human D2 dopamine receptor allosterically; P14416; HEK293 T-REx D2, calcium flux, EC20 dopamine potentiation; potentiation, % at 10 µM; 340,000 compounds, 0.34% hits; AID 485347;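 active = potentiation over 3 SD above the plate norm, cut at about 30% in these data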; also: 0% is about no effect
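Using a no-wash calcium dye in inducible, force-coupled HEK293 Trex cells expressing D2, we tracked fluorescence each second for 180 s after compound, then for 180 s after EC20 dopamine to detect augmented signalling.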
D1 antagonist – human D1 dopamine receptor antagonism; HEK293 TREx D1 cells, calcium flux, dopamine EC80; active compounds read low; 360,000 compounds, 3.2% hits; P21728; activity change, negative = inhibition, % at 10 µM; AID 504652; in the data active = activity change below about -30%; also: % is scaled to controls: 0 for no effect and ±100 for the full control effect
Target sequence (P21728 whole entry, looked up): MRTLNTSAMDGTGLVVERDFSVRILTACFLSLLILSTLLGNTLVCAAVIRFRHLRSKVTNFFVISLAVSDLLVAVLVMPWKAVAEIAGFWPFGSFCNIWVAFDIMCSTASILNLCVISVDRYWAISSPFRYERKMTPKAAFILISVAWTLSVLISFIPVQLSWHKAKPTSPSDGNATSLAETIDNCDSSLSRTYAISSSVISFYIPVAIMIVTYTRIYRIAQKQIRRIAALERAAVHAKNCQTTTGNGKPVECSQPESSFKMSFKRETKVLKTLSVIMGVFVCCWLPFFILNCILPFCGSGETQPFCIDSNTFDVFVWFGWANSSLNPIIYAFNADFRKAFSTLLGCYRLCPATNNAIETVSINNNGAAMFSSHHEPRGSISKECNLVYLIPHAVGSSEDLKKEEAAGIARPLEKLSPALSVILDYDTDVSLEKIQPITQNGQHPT
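Tetracycline-induced HEK293 T-REx cells with force-coupled D1 receptor were loaded with a no-wash calcium dye. Compound was added after a 10 s baseline and read kinetically for 180 s; EC80 dopamine was then added and calcium flux followed another 180 s.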
D1 potentiator – human D1 dopamine receptor positive modulation; P21728; 360,000 compounds, 0.036% hits; HEK293 TREx D1 cells, calcium flux, dopamine EC20 potentiation; potentiation, % at 10 µM; AID 504651; in the data active = potentiation above about 30%; also: 0% is about no effect
RXFP1 agonist – activates the human relaxin receptor RXFP1; Q9HBX9; Potency, µM (top dose mostly 57.5 µM), for inactives: at the highest dose activation, actives largely listed as activators; 370,000 compounds, 0.3% hits; AID 2676; HEK293T-RXFP1 cAMP TR-FRET, 30 min; response scale: percent of porcine relaxin response, buffer zero; also: potency is read from the fitted curve at half-maximal effect; % is scaled to controls: 0 for no effect and ±100 for the full control effect; nearly all actives have a fitted effect of over 60% in size; many of its hits are not listed in these tables
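HEK293 cells stably expressing RXFP1, treated 30 min at 37C with compounds plus PDE4 inhibitor Ro 20174; cAMP measured by HTRF TR-FRET. Normalized to buffer and 29 nM porcine relaxin; EC50 by Hill fit.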
Anesthetic bind – binds horse apoferritin like a general anesthetic; P02791; apoferritin/1-aminoanthracene competitive binding, fluorescence; Potency, µM (top dose mostly 77.5 µM), without a hit: at the highest dose activity change, negative = displacement, actives largely listed as inhibitors; 350,000 compounds, 0.074% hits; AID 485281; also: potency is read from the fitted curve at half-maximal effect; % is scaled to controls: 0 for no effect and ±100 for the full control effect; nearly all actives have a fitted effect of over 20% in size
Target sequence (P02791 2-175 limits assumed): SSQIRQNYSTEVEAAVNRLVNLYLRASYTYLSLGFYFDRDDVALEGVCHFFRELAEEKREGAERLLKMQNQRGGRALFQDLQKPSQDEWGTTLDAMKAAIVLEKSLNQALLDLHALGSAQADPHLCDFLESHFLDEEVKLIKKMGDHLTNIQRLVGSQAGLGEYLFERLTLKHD
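Steps: apoferritin (10 uM) was premixed with half-saturated 1-AMA in PBS, compounds were pin-transferred, plates stood 10 min at room temperature, fluorescence was read at 380/535 nm, and curves were fitted with a Hill equation.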
D1 agonist – activates the human D1 dopamine receptor; P21728; 360,000 compounds, 1% hits; activation, % at 2 µM; HEK293 T-REx D1 cells, calcium flux, agonist mode; in the data active = activation above about 30%; also: 0% is about no effect
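Inducible HEK293 T-REx D1 cells, force-coupled to calcium signalling, were plated at 4000 cells/well with tetracycline and held overnight at 30 C. After no-wash calcium dye loading, compound-evoked calcium rise over 180 s flagged agonists.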
* marks the source's active call; other numbers are inactive results; ? = inconclusive; . = not tested or not shown; & = joins results of further samples; [ ] = remark or other dose. Unless noted, calls follow the shape of the dose curve; as a rule, active = well fitted curve in the direction sought with a large enough effect; inconclusive = small, poorly fitted or top-dose-only effect, or another doubt; inactive = no such curve, though single readings can be large; an effect the other way counts as inactive or inconclusive.

No.	SMILES	RXFP1 antag	TRHR enhancer	TRHR agonist	D2 potentiator	D1 antagonist	D1 potentiator	RXFP1 agonist	Anesthetic bind	D1 agonist
1	COc1ccc(CCNC(=O)c2ccc(Cn3c(=O)c4ccccc4n(Cc4ccc(C)cc4)c3=O)cc2)cc1OC	.	1	-0.3	-1	5	1	8.4%	-6%	5
2	CC1CCN(S(=O)(=O)c2ccc(C(=O)Nc3nc4ccc(F)cc4s3)cc2)CC1	.	-1	0.3	-4	-6	-3	6.3%	5%	3
3	Cn1cccc1CNC(=O)Nc1ccc(Cl)cc1	-30	1	-0.2	5	-20	-8	0.7%	-13%	5
4	COc1ccc(CNC(=O)c2coc(=O)c3ccccc23)cc1	10	-2	-0.2	13	8	-4	-2.6%	-2%	5
5	COc1ccc(C(=O)NCCN2CCCC2)cc1OC	10	-2	0.9	-11	.	0	0.2%	-9%	3
6	COc1ccccc1C(=O)Nc1ccnn1C1CCN(C/C=C/c2ccccc2)CC1	-7	-3	0.2	-21	-1	-1	-0.4%	-13%	17
7	O=[N+]([O-])c1cc(CN2CCN(c3ccccc3)CC2)c(O)c2ncccc12	-14	2	-0.2	.	-11	16	2.0%	-18%	1
8	CC1C(=O)N2CCCc3cc(S(=O)(=O)NCc4ccccc4Cl)cc1c32 (stereo unspecified)	0	-6	-0.7	7	6	-2	-1.3%	-7%	1
9	Cc1ccn2c(=O)nc(SCC(=O)c3ccc(Cl)cc3)nc2c1	-15	9	-0.3	6	5	1	4.1%	.	2
10	COc1cc(N=Cc2c(CO)cnc(C)c2O)cc(OC)c1OC	1	1	0.6	2	11	-11	1.5%	-11%	3
11	COc1cc(SC)ccc1C(=O)NCCN1CCOCC1	12	-2	-0.7	-17	-5	-4	-1.9%	1%	1
12	O=C(O)C1=C[C@@H](c2csc3ccccc23)C[C@@H](OCCCCO)O1	.	49*	-0.1	0	-23	0	-1.1%	-7%	0
13	CCCc1n[nH]c(=O)c2c1nnn2Cc1ccccc1F	33	5	-0.7	6	6	-5	4.7%	-9%	0
14	Cc1c(C(=O)O)oc2c1C(=O)CC(C)(C)C2	-2	1	-0.6	7	21	1	-1.6%	-3%	0
15	Cc1cccc(NC(=S)NCCSc2ccc(Cl)cc2)c1	-4	-9	0.4	.	-18	-1	2.1%	-5%	4
16	CNC(=O)c1c(NC(=O)c2ccc(S(=O)(=O)N3CCCC(C)C3)cc2)sc2c1CCC2 (stereo unspecified)	.	2	0.7	16	16	-2	1.3%	12%	3
17	Cc1cc(C)c(NC(=O)c2oc3c(c2C)-c2[nH]ncc2CC3)c(C)c1	-13	3	-0.2	-2	6	-2	-4.5%	-4%	-2
18	O=C(CN1C(=O)S/C(=C\C=C\c2ccccc2)C1=O)NC1CCS(=O)(=O)C1 (stereo unspecified)	4	-2	-0.6	-14	0	-3	0.6%	-17%	0
19	COc1cccc(OC)c1C(=O)NCCOc1cc(C)cc(C)c1	2	1	-0.5	5	0	-3	0.2%	-11%	0
20	O=c1c2oc3ccccc3c2ncn1Cc1ccccc1F	4	-19	-0.7	14	0	-3	0.7%	?	3
21	Cc1ccc(C(=O)Nc2ccsc2C(=O)O)cc1	11	0	-0.3	7	0	-8	10%	-2%	2
22	COc1ccc(OCC(=O)NCCc2c[nH]c3ccccc23)cc1	7	-1	-0.2	-12	23	3	-1.1%	-14%	2
23	N#CC1=C(N)N(c2ncn[nH]2)C2=C(C(=O)CCC2)C1c1ccccc1 (stereo unspecified)	-1	1	-0.4	2	9	0	7.0%	-4%	2
24	O=C(CSCc1c(Cl)cccc1Cl)Nc1ccc2c(c1)OCCO2	-1	-13	0.4	-7	-8	-7	-1.2%	-12%	6
25	COC(=O)c1ccc(C(=O)OC)c(NC(=O)C(C)(C)C)c1	-11	8	-0.3	8	1	2	1.1%	-5%	-1
26	Cc1ccc(OCC(=O)O/N=C(\N)Cc2ccc([N+](=O)[O-])cc2)cc1C	-15	-5	0.2	-8	-9	1	4.5%	?	13
27	O=C(c1c[nH]c(C(=O)C(Cl)(Cl)Cl)c1)c1ccccc1F	1	3	0.8	-8	2	8	1.2%	4%	1
28	Cc1ccc2c(Cl)cc(Cl)c(OCC(=O)Nc3ccc(C)c(S(=O)(=O)N(C)C)c3)c2n1	.	7	-0.1	-1	0	1	1.3%	-2%	1
29	CCN1CCN(C(c2ccccc2F)c2nnnn2Cc2ccc3c(c2)OCO3)CC1 (stereo unspecified)	0	-1	-0.2	-12	-15	3	-2.0%	-9%	2
30	CC(=O)c1c(C)nc(Nc2nc(C)c3cc(C)ccc3n2)nc1C	-1	-2	-2.4	0	9	4	7.6%	-2%	0
31	O=C(O)CCCCCN1C(=O)C(O)=C(C(=O)/C=C/c2ccccc2)C1c1ccccc1[N+](=O)[O-] (stereo unspecified)	-6	3	0.3	1	8	-1	-6.1%	-11%	1
32	Cc1ccc(N(CC(=O)N/N=C/c2cccc(Br)c2)S(C)(=O)=O)cc1	-14	8	-0.4	-3	-12	-7	2.3%	2%	0
33	COc1ccccc1C(=O)NC(C)c1ccc(-n2ccnc2)cc1 (stereo unspecified)	9	9	-0.2	6	-9	-7	-0.5%	-1%	4
34	CC(C)(C)C(=O)OCc1cc(=O)n2nc(C3CC3)sc2n1	.	3	1.1	12	10	2	6.0%	-22%	0
35	CCNC(=O)c1c(C)oc2ncn(C)c(=O)c12	.	-5	-1.1	4	14	5	22%	34%[activator]	-1
36	CCN(CC)S(=O)(=O)c1ccc2c(c1)N(CC(=O)N1CCN(c3cc(Cl)ccc3C)CC1)C(=O)CO2	-1	-4	-0.2	-9	10	1	-1.7%	-7%	0
37	O=C(Nc1nnc(S(=O)(=O)N2CCOCC2)s1)c1ccc(F)cc1	0&-7	-1&19	0.2&0.8	0&-11	-15&-21	-9&-1	6.8%&-4.5%	-15%&-6%	3&1
38	CCN(CC)C(=O)CSc1nc2ccccc2c(=O)n1-c1cccc(OC)c1	-5	-1	-0.4	-8	-6	1	1.1%	-13%	0
39	COc1cccc(-n2nc(-c3ccnn3-c3ccccc3)c(=O)n(C)c2=O)c1	-2	-1	-0.9	-2	5	3	2.6%	-18%	0
40	CCC1CCC(C(=O)NC(C(=O)Nc2ccc3c(c2)OCCO3)C(C)C)CC1 (stereo unspecified)	-12	5	0.6	-1	13	-10	0.3%	-14%	0
41	O=C(CNC(=O)c1ccc(Br)cc1)OCc1cc([N+](=O)[O-])cc2c1OCOC2	-10	-1	-1.5	-17	2	-4	2.6%	-24%	1
42	CCCn1nnnc1SCC(=O)N1CCCCC1	-6	6	-1.0	2	0	4	1.8%	3%	3
43	CCN(CC(=O)Nc1c(F)cccc1F)C(=O)CCN1C(=O)C2CCCCC2C1=O (stereo unspecified)	14	-3	0.0	-6	-24	2	-0.9%	.	1
44	Cc1ccccc1CNC(=O)c1c(C)oc2c1C1=NCCN1C=N2	0	-2	-0.5	9	-8	-9	3.5%	-1%	0
45	Cc1ccc(C)c(CN2C(=O)c3ccccc3S(=O)(=O)c3ccc(C(=O)OCC4CCCO4)cc32)c1 (stereo unspecified)	2	-1	0.2	5	-27	-3	-2.0%	?	8
46	COc1ccc(/C=N/NC(=O)c2cc(-c3ccccc3OC)nc3ccccc23)cc1COC(C)=O	-4	-7	-0.2	1	4	-6	3.1%	-17%	3
47	CC1CN(C(=O)Nc2ccc(C(=O)NCCc3ccc(Cl)cc3)cc2)c2ccccc2S1 (stereo unspecified)	-4	25	0.2	0	-2	-3	-1.1%	-13%	1
48	COc1ccccc1CNC(=O)C(C)Oc1ccccc1 (stereo unspecified)	5	11	-1.4	-2	8	0	2.4%	-7%	3
49	CCOC(=O)/C=C1\SCC(=O)N1CC(=O)NC1CCCCC1	24	-21	0.3	-2	13	-6	0.3%	-10%	0
50	COc1cc(NC(=O)CSc2nnnn2C2CCCC2)cc(OC)c1	-1	-3	0.0	-8	-16	-7	-0.3%	-5%	5
51	CCN(CC)C(=O)CN(C#N)c1nc(C)cc(C)n1	2	-2	0.5	5	8	-9	2.9%	1%	1
52	O=C(NNC(=O)C1CCCO1)c1ccc(Br)cc1 (stereo unspecified)	4	-5	0.0	-1	5	-2	0.1%	-15%	1
53	CCOC(=O)CCNC(=O)N1CCCC(C(=O)c2ccccc2SC)C1 (stereo unspecified)	0	8	1.7	-12	15	-1	1.2%	-6%	1

Reformatted with two lines to a compound: entries from further up
Values run as follows: RXFP1 antag, TRHR enhancer, TRHR agonist, D2 potentiator, D1 antagonist, D1 potentiator, RXFP1 agonist, Anesthetic bind, D1 agonist
46) COc1ccc(/C=N/NC(=O)c2cc(-c3ccccc3OC)nc3ccccc23)cc1COC(C)=O
 : -4, -7, -0.2, 1, 4, -6, 3.1%, -17%, 3
47) CC1CN(C(=O)Nc2ccc(C(=O)NCCc3ccc(Cl)cc3)cc2)c2ccccc2S1 (stereo unspecified)
 : -4, 25, 0.2, 0, -2, -3, -1.1%, -13%, 1
48) COc1ccccc1CNC(=O)C(C)Oc1ccccc1 (stereo unspecified)
 : 5, 11, -1.4, -2, 8, 0, 2.4%, -7%, 3
49) CCOC(=O)/C=C1\SCC(=O)N1CC(=O)NC1CCCCC1
 : 24, -21, 0.3, -2, 13, -6, 0.3%, -10%, 0
50) COc1cc(NC(=O)CSc2nnnn2C2CCCC2)cc(OC)c1
 : -1, -3, 0.0, -8, -16, -7, -0.3%, -5%, 5
51) CCN(CC)C(=O)CN(C#N)c1nc(C)cc(C)n1
 : 2, -2, 0.5, 5, 8, -9, 2.9%, 1%, 1
52) O=C(NNC(=O)C1CCCO1)c1ccc(Br)cc1 (stereo unspecified)
 : 4, -5, 0.0, -1, 5, -2, 0.1%, -15%, 1
53) CCOC(=O)CCNC(=O)N1CCCC(C(=O)c2ccccc2SC)C1 (stereo unspecified)
 : 0, 8, 1.7, -12, 15, -1, 1.2%, -6%, 1

This is a subset; the hit share may differ from the screen's.
